# Assay outcomes as filed in PubChem BioAssay.
# ERK EGF inh – inhibitors of EGF-stimulated ERK signaling pathway | Potency, µM (highest dose often 11.5 µM), without a hit: top-dose activity change, negative = inhibition, hits mostly inhibitors | HEK293-V1b, EGF-stimulated phospho-ERK AlphaScreen | hit rate 0.41% among 130,000; active = well fitted inhibition curve with a large enough effect; inconclusive = small, poorly fitted or top-dose-only effect, or effect the other way;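 also: plate controls were stimulated vehicle wells for no effect and unstimulated vehicle basal for full effect; nearly all actives have a fitted effect of over 55% in size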
#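 Stably V1b-transfected HEK293 cells; 30 min compound, then EGF 25 nM final for 5 min at 37C; 10 min lysis; phospho-ERK by AlphaScreen after 5 hr beads at room temperature.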
# * marks the source's active call; other numbers are inactive results; ? = inconclusive; & = joins results of further samples; [ ] = another dose, or the depositor's remark. Potency is read from the fitted curve at half-maximal effect. Only part of the results is shown; count on the stated rates, not on these rows.
smiles: Cc1nnc(NS(=O)(=O)c2ccc(N)cc2)s1
  ERK EGF inh = 7%

smiles: Nc1nccs1
  ERK EGF inh = 2%

smiles: O=c1cc(-c2ccc(O)cc2)oc2cc(O)ccc12
  ERK EGF inh = -6%

smiles: O=C(O)COC(=O)Cc1ccccc1Nc1c(Cl)cccc1Cl
  ERK EGF inh = -2%[25.7 µM]

smiles: CCCOc1ccccc1-c1nc2n[nH]nc2c(=O)[nH]1
  ERK EGF inh = 8%

smiles: CCN(CC)C[C@@H]1CCCCN1CC(=O)N1c2ccccc2C(=O)Nc2cccnc21
  ERK EGF inh = -17%

smiles: NS(=O)(=O)c1cc2c(cc1C(F)(F)F)NC(Cc1ccccc1)NS2(=O)=O (stereo unspecified)
  ERK EGF inh = -9%[57.5 µM]

smiles: COc1nc(C)nc(Cl)c1NC1=NCCN1
  ERK EGF inh = 8%

smiles: CCCCCC(=O)O[C@@]1(C(C)=O)CCC2C3CCC4=CC(=O)CC[C@@]4(C)C3CC[C@]21C (stereo partly specified)
  ERK EGF inh = 21%

smiles: O=C1NCC2(CCN(CCc3ccccc3)CC2)O1
  ERK EGF inh = 1%

smiles: COc1cc2nc(N3CCN(C(=O)C4COc5ccccc5O4)CC3)nc(N)c2cc1OC (stereo unspecified)
  ERK EGF inh = -7%[57.5 µM]

smiles: CC(C)Cc1ccc([C@H](C)C(=O)O)cc1
  ERK EGF inh = 3%

smiles: C=C[C@@H]1CN2CC[C@@H]1C[C@@H]2[C@H](O)c1ccnc2ccc(OC)cc12
  ERK EGF inh = 9%

smiles: CC(=O)N(C[C@@H](O)CO)c1c(I)c(C(=O)NC[C@@H](O)CO)c(I)c(C(=O)NC[C@@H](O)CO)c1I
  ERK EGF inh = 7%[25.7 µM]

smiles: O=C(O)CN1C(=O)c2cccc3cccc(c23)C1=O
  ERK EGF inh = -3%

smiles: CC(C)(C)NC[C@H](O)COc1cccc2c1C[C@@H](O)[C@@H](O)C2
  ERK EGF inh = -15%[25.7 µM]

smiles: O=C(O)CCC/C=C\C[C@H]1C(=O)C[C@@H](O)[C@@H]1/C=C/[C@@H](O)CCc1ccccc1
  ERK EGF inh = -4%

smiles: C[C@H](CCC(=O)O)[C@H]1CC[C@H]2[C@@H]3[C@@H](O)C[C@@H]4C[C@H](O)CC[C@]4(C)[C@H]3CC[C@]12C
  ERK EGF inh = -4%

smiles: Nc1cc(-c2ccncc2)c[nH]c1=O
  ERK EGF inh = -3%

smiles: CC(=O)[C@H]1CC[C@H]2[C@@H]3C[C@H](C)C4=CC(=O)CC[C@]4(C)[C@H]3[C@@H](O)C[C@]12C
  ERK EGF inh = -1%[57.5 µM]

# Brought forward from above: 7 entries; new compounds follow.
smiles: CC(=O)N(C[C@@H](O)CO)c1c(I)c(C(=O)NC[C@@H](O)CO)c(I)c(C(=O)NC[C@@H](O)CO)c1I
  ERK EGF inh = 7%[25.7 µM]

smiles: O=C(O)CN1C(=O)c2cccc3cccc(c23)C1=O
  ERK EGF inh = -3%

smiles: CC(C)(C)NC[C@H](O)COc1cccc2c1C[C@@H](O)[C@@H](O)C2
  ERK EGF inh = -15%[25.7 µM]

smiles: O=C(O)CCC/C=C\C[C@H]1C(=O)C[C@@H](O)[C@@H]1/C=C/[C@@H](O)CCc1ccccc1
  ERK EGF inh = -4%

smiles: C[C@H](CCC(=O)O)[C@H]1CC[C@H]2[C@@H]3[C@@H](O)C[C@@H]4C[C@H](O)CC[C@]4(C)[C@H]3CC[C@]12C
  ERK EGF inh = -4%

smiles: Nc1cc(-c2ccncc2)c[nH]c1=O
  ERK EGF inh = -3%

smiles: CC(=O)[C@H]1CC[C@H]2[C@@H]3C[C@H](C)C4=CC(=O)CC[C@]4(C)[C@H]3[C@@H](O)C[C@]12C
  ERK EGF inh = -1%[57.5 µM]

smiles: c1ccc2c(CC3=NCCN3)cccc2c1
  ERK EGF inh = ?

smiles: C=C[C@@H]1CN2CC[C@@H]1C[C@@H]2[C@@H](O)c1ccnc2ccc(OC)cc12
  ERK EGF inh = -15%

smiles: COc1ccc(-c2cc(=O)c3c(O)cc(O[C@H]4OC(COC5OC(C)C(O)C(O)[C@H]5O)C(O)C(O)C4O)cc3o2)cc1O (stereo partly specified)
  ERK EGF inh = 4%

smiles: O=C(Cn1ccnc1[N+](=O)[O-])NCCO
  ERK EGF inh = 6%

smiles: CC(=O)[C@@H]1CC[C@@H]2[C@@H]3C[C@H](C)C4=CC(=O)CC[C@@]4(C)[C@H]3[C@H](O)C[C@]21C
  ERK EGF inh = 5%[25.7 µM]

smiles: COc1ccc(CN(CCN(C)C)c2ccccn2)cc1
  ERK EGF inh = -18%[57.5 µM]

smiles: C[C@H]1[C@H](C)CC[C@]2(C(=O)O)CC[C@]3(C)C(=CCC4[C@@]5(C)C[C@@H](O)[C@H](O)[C@@](C)(CO)[C@@H]5CC[C@]43C)[C@H]12 (stereo partly specified)
  ERK EGF inh = 4%

smiles: CC(=O)NCCCCCC(=O)O
  ERK EGF inh = 6%

smiles: CN(C)C/C=C(/c1ccc(Br)cc1)c1cccnc1
  ERK EGF inh = 2%

smiles: CN1CCC(=C2c3ccccc3CCc3sccc32)CC1
  ERK EGF inh = ?

# Quoted at random: seven records from the list
smiles: CN(C)C/C=C(/c1ccc(Br)cc1)c1cccnc1
  ERK EGF inh = 2%

smiles: COc1ccc(CN(CCN(C)C)c2ccccn2)cc1
  ERK EGF inh = -18%[57.5 µM]

smiles: c1ccc2c(CC3=NCCN3)cccc2c1
  ERK EGF inh = ?

smiles: C=C[C@@H]1CN2CC[C@@H]1C[C@@H]2[C@@H](O)c1ccnc2ccc(OC)cc12
  ERK EGF inh = -15%

smiles: O=C(Cn1ccnc1[N+](=O)[O-])NCCO
  ERK EGF inh = 6%

smiles: CC(=O)NCCCCCC(=O)O
  ERK EGF inh = 6%

smiles: CN1CCC(=C2c3ccccc3CCc3sccc32)CC1
  ERK EGF inh = ?

# The list goes on.
smiles: CC(C)Cc1ccc(C(C)C(=O)O)cc1 (stereo unspecified)
  ERK EGF inh = 19%&4%

smiles: CC1=NN(c2ccccc2)C(=O)C1
  ERK EGF inh = 26%&-1%

smiles: NS(=O)(=O)c1cc2c(cc1C(F)(F)F)N[C@H](Cc1ccccc1)NS2(=O)=O
  ERK EGF inh = -2%[25.7 µM]

smiles: C=CCSCC=C
  ERK EGF inh = 6%

smiles: Cc1coc2c1C(=O)C(=O)c1c-2ccc2c1CCCC2(C)C
  ERK EGF inh = ?

smiles: C=CC(C)(O)CC/C=C(\C)CCC=C(C)C (stereo unspecified)
  ERK EGF inh = 9%

smiles: CN(C)CCCN1c2ccccc2Sc2ccccc21
  ERK EGF inh = -5%

smiles: Cc1cc(C)nc(/N=C(\N)Nc2ccc(S(N)(=O)=O)cc2)n1
  ERK EGF inh = 3%

smiles: CN(C)CCCSc1ccccc1NC(=O)/C=C\c1ccccc1
  ERK EGF inh = -5%

smiles: Cc1onc(-c2ccccc2Cl)c1C(=O)NC1C(=O)N2C1SC(C)(C)C2C(=O)O (stereo unspecified)
  ERK EGF inh = 5%

smiles: N=C(N=C(N)N)N1CCOCC1
  ERK EGF inh = 3%[25.7 µM]

smiles: CCCC(NC(C)C(=O)N1C(C(=O)O)CC2CCCCC21)C(=O)OCC (stereo unspecified)
  ERK EGF inh = 19%

smiles: CCCn1ncc(CN2CCCC(C(=O)c3cccc(OC(C)C)c3)C2)c1C (stereo unspecified)
  ERK EGF inh = -2%[57.5 µM]

smiles: Cc1c(C(=O)O)c(O)cc2c1C(=O)c1c(O)c([C@H]3O[C@H](CO)[C@@H](O)[C@H](O)[C@H]3O)c(O)c(O)c1C2=O
  ERK EGF inh = -17%

smiles: O=C1N(c2ccccc2)c2ccccc2C1(Cc1ccncc1)Cc1ccncc1
  ERK EGF inh = ?

smiles: COc1ccccc1OCC(O)COC(N)=O (stereo unspecified)
  ERK EGF inh = 9%
